Screening data: PubChem, Broad Institute
Rtt109 Vps75: blocks Candida albicans Rtt109/Vps75 acetyltransferase activity. purified Rtt109/Vps75, ThioGlo CoA-SH fluorescence, 4 h. inhibition, % at 34.9 µM. Q5AAJ8. AID 540336. hit rate 0.16% among 330,000;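 active means inhibition of at least 50% in every replicate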
Target sequence (Q5AAJ8 whole entry, looked up): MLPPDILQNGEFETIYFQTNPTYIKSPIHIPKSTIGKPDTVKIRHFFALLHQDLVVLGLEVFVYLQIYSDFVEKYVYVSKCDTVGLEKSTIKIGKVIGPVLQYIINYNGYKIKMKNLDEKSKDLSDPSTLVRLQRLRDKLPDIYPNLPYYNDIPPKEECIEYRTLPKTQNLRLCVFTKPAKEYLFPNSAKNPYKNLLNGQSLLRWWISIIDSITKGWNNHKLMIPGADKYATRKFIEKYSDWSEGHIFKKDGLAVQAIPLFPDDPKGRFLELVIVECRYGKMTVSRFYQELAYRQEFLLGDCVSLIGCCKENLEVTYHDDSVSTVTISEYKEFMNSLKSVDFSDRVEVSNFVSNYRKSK
CAL PDZ FP-1: inhibitors of human CAL PDZ peptide binding; purified CAL PDZ, TMR-peptide fluorescence polarization, 1 h; inhibition, % at 24.9 µM; hit rate 0.92% among 300,000; AID 602252;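 active means mean inhibition of at least 30% with at least half of replicates also reaching 30%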;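 further: 0% = DMSO neutral control and 100% = excess unlabeled competitor peptide PRC23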
SR-BI DiI inh: blocks mouse SR-BI lipid uptake from DiI-HDL | ldlA[mSR-BI] CHO cells, DiI-HDL uptake fluorescence, 3 h | hit rate 0.96% among 320,000 | Q61009 | inhibition, % at 12.5 µM | AID 488896;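 active means mean replicate inhibition of at least 70% and a set share of replicates each scoring 70 or more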;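 further: 0% = median of neutral control wells and 100% = median of positive control wells; values of inactives mirror those of a sister screen read the other way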
Target sequence (Q61009 whole entry, looked up): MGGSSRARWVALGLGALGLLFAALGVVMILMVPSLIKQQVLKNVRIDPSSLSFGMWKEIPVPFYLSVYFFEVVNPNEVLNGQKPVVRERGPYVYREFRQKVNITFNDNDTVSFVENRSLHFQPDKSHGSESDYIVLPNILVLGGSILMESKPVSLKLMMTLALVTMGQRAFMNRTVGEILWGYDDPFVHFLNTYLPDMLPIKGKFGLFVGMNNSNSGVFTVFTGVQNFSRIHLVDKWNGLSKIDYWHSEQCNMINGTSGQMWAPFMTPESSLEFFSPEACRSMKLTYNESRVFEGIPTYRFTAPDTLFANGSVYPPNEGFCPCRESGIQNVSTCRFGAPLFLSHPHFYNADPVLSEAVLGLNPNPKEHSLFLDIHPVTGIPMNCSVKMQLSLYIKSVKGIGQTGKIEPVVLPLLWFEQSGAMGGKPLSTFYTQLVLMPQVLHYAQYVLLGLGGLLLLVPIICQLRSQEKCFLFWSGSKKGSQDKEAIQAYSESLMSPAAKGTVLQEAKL
SR-BI DiI-HDL act: activators of SR-BI mediated HDL lipid uptake; CHO ldlA[mSR-BI] cells, DiI-HDL uptake fluorescence, 3 h; 100 = double the neutral-control signal; hit rate 0.096% among 320,000; AID 504775; activation, % at 12.5 µM;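 active means mean replicate activation of at least 60% and every replicate at or above 60%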;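 further: 0% = median plate neutral-control signal and 100% = twice that signal; values of inactives mirror those of a sister screen read the other way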
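Test system: SR-BI-overexpressing, LDLR-lacking CHO cells; Also added: labelled HDL, 10 µg/mL; Measured by: bottom-read cell fluorescence after medium removal, ex 550/em 595 nm; Timing: 3 h uptake period with compound, 37 °C; Buffer or medium: F12, 0.5% BSA, 25 mM HEPES; Doses: single compound concentration, delivered by pin transfer.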
NSD2 inh: NSD2 (human) methyltransferase inhibition; O96028; NSD2 peptide methylation, AlphaScreen, 120 min; inhibition, % at 12.5 µM; hit rate 0.54% among 310,000; AID 743445; in the data active means inhibition above about 50%
MITF TRPM1 HTS: MITF TRPM1 promoter activation in melanoma cells; AID 588334; activation, % at 12.5 µM; SK-MEL-5 TRPM1-promoter luciferase, 24 h; % of positive control, neutral wells = 0; hit rate 0.75% among 300,000;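 active means mean activation of at least 80% with every replicate also reaching 80%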;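 further: 0% = neutral control wells and 100% = parthenolide positive control wells; values of inactives mirror those of a sister screen read the other way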
PvdQ acylase: blocks Pseudomonas aeruginosa PvdQ acylase activity; purified PvdQ acylase, fluorescence plate reader; hit rate 0.063% among 340,000; inhibition, % at 10 µM; AID 488965; in the data active means inhibition above about 30%, passing the limit was not always enough;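 further: 0% = vehicle neutral wells and 100% = reference inhibitor wells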
PfHsp90 set2: growth inhibition of yeast expressing Plasmodium Hsp90; S. cerevisiae expressing PfHsp90, BacTiter-Glo ATP, 48 h; yeast lacking PDR1 and PDR3 efflux regulators; hit rate 0.32% among 310,000; inhibition, % at 9.4 µM;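 active means every replicate shows inhibition above about 80%, whatever the replicate mean, limit read from the data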;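 further: 0% = DMSO neutral controls and 100% = 20 µM radicicol positive controls; yeast relying on Plasmodium falciparum Hsp90 in place of its own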
CAL PDZ FP-2: blocks peptide binding to human CAL PDZ domain; hit rate 0.02% among 330,000; AID 504414; purified CAL PDZ, TMR-peptide fluorescence polarization, 1 h; Q9HD26; inhibition, % at 20 µM;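 active means highest replicate inhibition of at least 40%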;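 further: plate controls were DMSO neutral control wells for no effect and unlabeled competitor peptide control wells for full effect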
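Material: tagged CAL PDZ protein CerCALP, purified; buffer or medium: sodium phosphate/NaCl buffer pH 7.4 with TCEP, IgG, Thesit; also added: fluorescent TMR peptide probe; schedule: 1 h incubation at room temperature before polarization reading; technique: fluorescence polarization from S- and P-plane intensities, G-factor corrected; control set: unlabelled peptide and DMSO controls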
dFosB act: mouse delta FosB homodimer activation; AID 493131; purified delta FosB, TAMRA-CDK5 oligo fluorescence polarization; percent of positive-control signal above neutral wells; activation, % at 25 µM; P13346; hit rate 0.99% among 340,000;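 active means mean activation above about 17%, with every replicate also reaching it, limit read from the data, passing the limit was not always enough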;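 further: fluorescence polarization rise as delta FosB binds a TAMRA Cdk5 AP-1 oligo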
Active calls of the source: *; . = no result given. Compounds as they come; any-hit rate near 4.3%.

mol	Rtt109 Vps75	CAL PDZ FP-1	SR-BI DiI inh	SR-BI DiI-HDL act	NSD2 inh	MITF TRPM1 HTS	PvdQ acylase	PfHsp90 set2	CAL PDZ FP-2	dFosB act
Cn1cc(S(=O)(=O)NCc2ccc(F)cc2)c(=O)n(C)c1=O	0	-2	-2	2	-2	-2	-14	17	0.3	3
O=C1CC(c2cccs2)c2cc3c(cc2N1)OCO3 (configuration not stated)	-1	2	-7	7	4	-18	-12	7	-0.4	-4
O=C(CSc1nnc(-c2ccncc2)o1)NC1CCCCC1	.	-2	-24	24	1	-8	-4	25	-1.6	-2
Cc1cccc(C)c1NC(=O)CN(C)C(=O)c1cc(S(=O)(=O)N(C)C)ccc1N1CCCC1	-9	-18	-26	26	-3	4	9	9	-1.3	0
Cc1cccc(C)c1NC(=O)CNC(=O)C(C)N1CCCCC1 (configuration not stated)	2	3	-18	18	0	14	8	.	-0.2	-3
Cc1nn(CC(=O)NNC(=O)c2cccc(Br)c2)c(C)c1[N+](=O)[O-]	24	-4	2	-2	36	-5	1	10	-1.7	-5
Cc1ccc(SCC(=O)NC2CCS(=O)(=O)C2)cc1C (configuration not stated)	3	-4	-1	1	2	5	1	8	-0.2	0
O=C(CC1C(=O)NCCN1Cc1cccc(C(F)(F)F)c1)NC1CCOCC1 (configuration not stated)	-2	-2	-14	14	2	1	-10	-23	-2.8	-13
COc1cc(OC)cc(C(=O)NC2CCN(CCCOc3ccccc3)CC2)c1	0	-4	21	-21	-3	.	-8	8	-6.8	-8
COc1ccc(-c2n(Cc3ccccc3)c3ccccc3[n+]2Cc2ccccc2)cc1	-11	-2	37	-37	.	-78	-7	-2	-2.6	-10
O=C(Nc1ccccc1F)C1C2C=CC3(O2)C1C(=O)N(c1cccnc1)C3C(=O)NC1CCCCC1 (configuration not stated)	-2	-2	-31	31	.	.	-16	31	-0.4	0
CSCCC(NC(=O)c1ccco1)C(=O)N1CCN(C(c2ccccc2)c2ccccc2)CC1 (configuration not stated)	7	1	-1	1	1	-10	5	.	-0.4	-8
CNC(=O)Cc1nc2ccccc2n1CC(=O)Nc1cc(C)cc(C)c1	-10	-2	-9	9	2	-16	0	-14	-2.2	-5
CSCCC(NS(=O)(=O)c1ccc(C)cc1)C(=O)N1CCCC1 (configuration not stated)	-3	69*	-10	10	.	5	-4	10	-0.3	-1
NC(=O)CC(NC(=O)Cc1ccc(Br)cc1)c1ccc(N2CCC(Br)CC2)c([N+](=O)[O-])c1 (configuration not stated)	1	-1	32	-32	.	0	0	-4	-0.7	9
CC(C)CCN1CCC(CN2C(=S)NC[C@@H]2Cc2ccccc2)CC1	-14	4	-27	27	.	2	-9	9	0.4	2
CCCCCOC(=O)NC1CCS(=O)(=O)C1 (configuration not stated)	-20	0	-5	5	-2	-18	-4	-16	-0.8	-3
CCOc1cc(CNC(C)(C)C)ccc1OCC(=O)Nc1cccc(C(F)(F)F)c1	5	-6	.	.	-17	4	-16	-40	-2.4	-2
CCn1c(O)c(N=NC2=NC(=O)CS2)c2ccccc21	11	-6	-3	3	4	-17	9	17	-0.3	0
COc1ccc(C2NCCO2)cc1OC (configuration not stated)	3	0	4	-4	1	-6	-7	-6	-0.1	-6

Next section.
mol	Rtt109 Vps75	CAL PDZ FP-1	SR-BI DiI inh	SR-BI DiI-HDL act	NSD2 inh	MITF TRPM1 HTS	PvdQ acylase	PfHsp90 set2	CAL PDZ FP-2	dFosB act
COC(=O)c1cc(OC)c(OC)cc1NC(=O)CC1CCCCC1	4	-3	23	-23	.	-3	-11	2	-0.4	-5
Cc1ccc(S(=O)(=O)Nc2ccc(S(=O)(=O)N3CCCC3)cc2)cc1	9	-1	-5	5	0	-2	9	4	-1.0	-2
Cc1ccc(N(C(=O)Cc2cccs2)C2C=CS(=O)(=O)C2)cc1Cl (configuration not stated)	-1	-3	6	-6	0	39	-6	-5	-1.1	-3
Cc1cccc(/C=N/NC(=O)c2ccc(NC(=O)c3ccccc3C)cc2)n1	10	-5	56	-56	2	17	-6	10	-2.0	-11
CC1CC(C)CN(CCCNC(=O)C2CCCN(c3nnc(N4CCCC4=O)s3)C2)C1 (configuration not stated)	2	-1	-2	2	.	0	-2	5	-0.4	2
Cc1ccccc1C(=O)NC1CC2CCCC(C1)N2Cc1ccccc1 (configuration not stated)	6	2	-10	10	-1	-5	0	-3	0.2	4
O=C(CCS(=O)(=O)c1ccccc1)Nc1ccccc1-c1nc2ccccc2s1	-5	0	72*	-72	-3	-4	-9	68	-1.9	1
COc1cccc(NC(=O)CN(C)C(=O)c2cc(S(=O)(=O)Nc3ccccc3OC)ccc2C)c1	-1	-4	48	-48	-1	-9	-1	.	0.2	-9
Cc1ccc(NC(=O)COc2ccc(S(=O)(=O)N3CCOCC3)cc2)cc1	2	-7	-13	13	-4	-4	-14	4	0.1	-4
O=C(NCCCn1ccnc1)Nc1ccc(Cl)c(Cl)c1	-1	-6	-3	3	-4	.	-7	-13	-1.1	-12
C=CCn1c(SC2CCOC2=O)nc2scc(C3CC3)c2c1=O (configuration not stated)	-2	-1	15	-15	-1	.	-1	.	-3.2	-3
CN(C(=O)c1sc2nc(N3CCCC3)c3c(c2c1N)CC(C)(C)OC3)c1ccccc1	3	1	15	-15	-4	-12	-1	-10	-2.0	-1
Cc1cc(C)cc(OC(C)C(=O)NCCCn2ccnc2)c1 (configuration not stated)	-3	.	.	.	0	-4	-13	8	-0.2	-7
Cc1ccc(C)c(S(=O)(=O)N2CCC(c3nc4c(nnn4Cc4ccc5c(c4)OCCO5)c(=O)[nH]3)CC2)c1	2	-5	5	-5	0	-9	-13	-15	-3.2	-3
CSCC[C@H](Nc1ncnc2sc(C)c(C)c12)C(=O)O	-1	-2	-30	30	0	-5	-13	4	-1.6	-6
CCCCSc1ncnc2[nH]ncc12	-7	-7	-13	13	-2	9	6	-16	-4.5	-12
Cc1ccccc1NC(=O)CN1CCN(Cc2ccccc2)CC1	6	-7	-29	29	-3	.	-12	-2	-0.7	1
COc1ccc(-n2c(C)c(C)c3c(N)ncnc32)cc1	1	-4	6	-6	4	9	-14	-3	-1.4	-3
O=C(O)c1cc(S(=O)(=O)N2CCOCC2)c[nH]1	4	.	-18	18	0	2	1	-12	0.9	-13
CCN(c1ccccc1)S(=O)(=O)c1ccc(Cl)c(NC(=O)CN2CCCCCC2)c1	1	-4	32	-32	-6	-12	3	0	0.2	-4

Additional structures follow.
mol	Rtt109 Vps75	CAL PDZ FP-1	SR-BI DiI inh	SR-BI DiI-HDL act	NSD2 inh	MITF TRPM1 HTS	PvdQ acylase	PfHsp90 set2	CAL PDZ FP-2	dFosB act
CCCOc1ccc(/C=N/Nc2ccccc2[N+](=O)[O-])c(O)c1	-3	-1	48	-48	2	-55	-10	-27	-1.0	4
CCn1c(C(O)c2ccc(C)cc2)nc2ccccc21 (configuration not stated)	10	-2	9	-9	4	-7	-15	2	-1.4	-4
Cc1c(C(=O)N2CCCCC2)oc2ccccc12	3	-2	15	-15	-2	18	-3	.	0.3	-5
COc1ccccc1COC(=O)N/C=C/c1ccco1	-17	3	23	-23	0	24	6	-2	-1.3	-10
O=C(Nc1cccc(S(=O)(=O)N2CCCC2)c1)c1cc(=O)[nH]c2ccccc12	-14	-4	20	-20	0	-3	-9	-55	-4.5	-12
CCC(c1nnc(SC(C)C(=O)NC2CC2)n1-c1ccc(OC)cc1)N(C)C (configuration not stated)	1	68*	-11	11	-2	25	-6	.	0.7	0
CCCCc1ccc(-c2c(C#N)c(N)nc3c2CCCC3)s1	-3	-2	0	0	-1	-13	-7	-14	1.6	-3
Cc1ccc(C(=O)ON=C2CCN(c3ccc([N+](=O)[O-])cc3)CC2)cc1	17	-3	4	-4	0	9	11	-2	-1.1	3
Cc1ccc2c(c1)C(=O)C(=O)N2CCCOc1ccccc1	11	6	.	.	.	30	6	-24	-1.8	-11
CC(C)C(=O)Nc1cccc2nsnc12	-36	-3	-11	11	.	-21	-10	-1	-2.7	6
C[C@@]12CCC=C[C@H]1[C@H](c1ccoc1)N(Cc1ccccc1)C2=O	-1	1	-11	11	.	10	7	4	-0.1	2
O=C(NC1CCNCC1)C1CC1	1	-3	-6	6	-1	2	1	21	-0.4	4
O=C(Cc1ccccc1)Nc1ccc(N2CCOCC2)cc1	20	-2	4	-4	-1	15	5	-5	-1.9	-4
Cc1cc(N2CCN(C)CC2)nc2ccc(NC(=S)N3CCCCC3)cc12	6	-2	31	-31	4	19	-7	31	0.5	-4
O=c1[nH]c2ccc(S(=O)(=O)N3CCC(Cc4ccccc4)CC3)cc2o1	8	0	1	-1	-5	-8	-2	6	-0.8	2
Cn1c2c(c3ccccc31)CCN1CCC[C@]21c1ccccc1	1	4	0	0	9	-20	-17	11	-3.5	-17
Cc1nnc(SCC(=O)Nc2c(Cl)cccc2Cl)n(N)c1=O	-4	0	-26	26	1	0	1	6	-0.9	-3
CCCCC(=Nc1ccc(N)cc1)C1=C(O)C(C(=O)OC)C(C)(C)CC1=O (configuration not stated)	-25	-2	30	-30	1	.	6	.	1.4	-16
